# CCT chaperon mod: High-Throughput Screening for Modulators of Cytosolic Chaperonin Activity; purified chaperonin ATPase assay, HTRF ADP detection, 30 min; activity change, % (concentration not given with the values), hits read low; 360,000 compounds, 0.3% hits; in the data active means activity change below about -30%; further: on the % scale 0 is the no-effect control and ±100 the full control effect
#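 Enzyme 40 or 20 nM (batch-dependent) in Tris pH 7.4/KCl/MgCl2/DTT; cpd 76 uM single point; ATP 10 uM; 30 min 37 °C; Transcreener ADP HTRF detection, 30 min RT; ratio 665/615.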
# TGFb SMAD3 inh: qHTS for Inhibitors of TGF-b; HepG2 CAGA-GFP TGF-b/SMAD3 reporter, GFP fluorescence, 18 h; TGF-beta stimulated, 500 pg/mL final; Potency, µM (highest dose often 46.1 µM), without a hit: at the top dose activity, negative = inhibition, most hits filed as inhibitors; AID 588855, 2011; 410,000 compounds, 1.2% hits; further: potency means the concentration at half of the fitted maximal effect; on the % scale 0 is the no-effect control and ±100 the full control effect; nearly all actives have a fitted effect of over 65% in size
#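 Cell-based qHTS in HEPG2 carrying a CAGA-GFP Smad reporter; compounds added before 500 pg/mL final TGF-beta, 18 h incubation at 37 degrees C, GFP fluorescence quantified per cell by imaging cytometry.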
# Akt phos inh: HTS Assay for Inhibitors of Akt Phophorylation: Primary Screen. Neuro2A IGF-stimulated pAkt S473 HTRF, 20 min; stronger effect = lower value. activity change, % for hits at 50 µM. 360,000 compounds, 0.32% hits. AID 651550, 2012; in the data active means activity change below about -80%; inconclusive means mostly about -51% to -80%; further: on the % scale 0 is the no-effect control and ±100 the full control effect
#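 Neuro2A cells in DMEM with 0.5% FBS, overnight at 37 deg C, given compound at single 50 µM final, then IGF (6 nM final) for 20 min at 37 deg C. Lysed; phospho-Akt Ser473 by HTRF after 24 h, 665/615 ratio.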
# EPAC2 antagonist: qHTS for Antagonist of cAMP-regulated guanine nucleotide exchange factor 2 (EPAC2): primary screen. Rap guanine nucleotide exchange factor 4 (Homo sapiens), Q8WZA2. EPAC2 GEF exchange of Rap1B-BODIPY-GDP, fluorescence. AID 720708, 2013. 360,000 compounds, 0.18% hits. Potency, µM (titrated, usually from 114 µM), for the others: top-dose activity, negative = inhibition, hits mostly inhibitors; further: potency means the concentration at half of the fitted maximal effect; on the % scale 0 is the no-effect control and ±100 the full control effect; nearly all actives have a fitted effect of over 45% in size; many of its hits are not listed in these tables
# Target sequence (Q8WZA2 whole entry, looked up): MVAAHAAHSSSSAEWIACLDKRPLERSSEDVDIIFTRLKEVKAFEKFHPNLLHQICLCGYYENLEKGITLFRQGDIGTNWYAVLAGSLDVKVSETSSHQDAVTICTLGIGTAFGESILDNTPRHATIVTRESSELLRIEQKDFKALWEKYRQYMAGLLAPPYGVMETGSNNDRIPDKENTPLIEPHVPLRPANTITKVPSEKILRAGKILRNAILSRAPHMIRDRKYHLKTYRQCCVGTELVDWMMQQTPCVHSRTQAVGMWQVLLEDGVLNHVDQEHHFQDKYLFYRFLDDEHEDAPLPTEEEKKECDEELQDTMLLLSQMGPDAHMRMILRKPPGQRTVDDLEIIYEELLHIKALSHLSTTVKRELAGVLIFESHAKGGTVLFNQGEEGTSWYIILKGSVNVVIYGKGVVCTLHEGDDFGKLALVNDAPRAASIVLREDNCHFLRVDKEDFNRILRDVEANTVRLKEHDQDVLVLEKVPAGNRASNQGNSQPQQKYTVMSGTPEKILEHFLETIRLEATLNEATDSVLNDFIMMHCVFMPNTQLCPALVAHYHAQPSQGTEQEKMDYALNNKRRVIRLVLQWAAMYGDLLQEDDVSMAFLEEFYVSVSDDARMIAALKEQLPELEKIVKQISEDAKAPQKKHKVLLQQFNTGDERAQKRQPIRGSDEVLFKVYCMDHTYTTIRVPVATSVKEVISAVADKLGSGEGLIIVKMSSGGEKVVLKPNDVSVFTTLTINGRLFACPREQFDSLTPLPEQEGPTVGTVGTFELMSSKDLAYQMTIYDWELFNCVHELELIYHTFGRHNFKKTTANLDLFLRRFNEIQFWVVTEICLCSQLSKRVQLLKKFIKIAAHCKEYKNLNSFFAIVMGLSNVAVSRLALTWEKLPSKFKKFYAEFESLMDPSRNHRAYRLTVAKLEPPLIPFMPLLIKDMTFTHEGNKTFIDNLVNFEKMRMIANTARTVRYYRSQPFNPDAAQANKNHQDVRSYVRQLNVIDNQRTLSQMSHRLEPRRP
# EPAC2 agonist: qHTS for Agonist of cAMP-regulated guanine nucleotide exchange factor 4 (EPAC2): primary screen; Rap guanine nucleotide exchange factor 4 (Homo sapiens), Q8WZA2; EPAC2 activation, biochemical qHTS; response scale: 100% = 6.5 mM cAMP response; Potency, µM (titrated, usually from 154 µM), for inactives: top-dose activation, usual class: activators; 360,000 compounds, 0.079% hits; further: potency means the concentration at half of the fitted maximal effect; nearly all actives have a fitted effect of over 50% in size
#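 Guanine nucleotide exchange by EPAC2 is measured as reduced fluorescence of BODIPY-GDP once it is released from 250 nM Rap1B. Plates are read kinetically for 30 min at room temperature; results are scaled to 6.5 mM cAMP.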
# A549 tox: Nrf2 qHTS screen for inhibitors: counterscreen for cytotoxicity. A549 ARE-Fluc cells, CellTiter-Fluor viability, 18-24 h. Potency, µM (top dose mostly 46 µM), for inactives: at the top dose activity change, negative = cytotoxicity, actives largely listed as inhibitors. 390,000 compounds, 0.16% hits; further: potency means the concentration at half of the fitted maximal effect; on the % scale 0 is the no-effect control and ±100 the full control effect
#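 Cytotoxicity counterscreen: CellTiter-Fluor fluorescence was measured in A549 ARE_Fluc cells after 18-24 h of compound exposure in a concentration series. The subsequent BugLite luminescent read reports ARE-luciferase activity.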
# Nrf2 ARE act: qHTS of Nrf2 Activators. AID 624171, 2012. AREc32 ARE-luciferase reporter (MCF7-derived line), luminescence, 24 h. 410,000 compounds, 0.31% hits. Potency, µM (doses to about 46.1 µM), without a hit: top-dose activation, hits mostly activators; further: potency means the concentration at half of the fitted maximal effect; % of control where 0% means no effect; nearly all actives have a fitted effect of over 65% in size
#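 Steps: seed AREc32_Fluc cells (1000/well, 5% FBS OPTI-MEM); incubate overnight at 37 deg C; add 23 nL compound; incubate 24 hr; add Steady-Glo; hold 30 min RT; read luminescence.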
# Mm-Cpn inhibitor: Inhibitors of TCP-1 ring complex (TRiC) of Methanococcus maripaludis (MmCpn): qHTS; Chaperonin Mm-Cpn (Methanococcus maripaludis); 330,000 compounds, 0.031% hits; purified Mm-Cpn ATPase, ADP Transcreener TR-FRET; Potency, µM (doses to about 76.9 µM), inactives show top-dose activity, negative = inhibition, hits mostly inhibitors; further: potency means the concentration at half of the fitted maximal effect; on the % scale 0 is the no-effect control and ±100 the full control effect; nearly all actives have a fitted effect of over 80% in size
#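 Reaction buffer contained 30 mM Tris pH 7.4, 100 mM KCl, 5 mM MgCl2 and 1 mM DTT. Mm-CPN (25 nM final) hydrolysed 10 uM ATP over 30 min at 37°C; ADP was read by HTRF.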
# Nrf2 block: Nrf2 qHTS screen for inhibitors | 360,000 compounds, 2.1% hits | Potency, µM (doses to about 46 µM), for the others: at the highest dose activity change, negative = inhibition, usual class: inhibitors | A549 ARE-Fluc reporter, luciferase luminescence, 18-24 h; further: potency means the concentration at half of the fitted maximal effect; on the % scale 0 is the no-effect control and ±100 the full control effect; nearly all actives have a fitted effect of over 60% in size
#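 A549 ARE_Fluc cells, 5000/well, 5% FBS OPTI-MEM; compounds in dose-response, 18-24 h at 37 °C/5% CO2; CellTiter-Fluor viability read (Ex 405/Em 525), then BugLite luciferase luminescence = Nrf2 activity.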
# The depositor's hits bear a star; i = inactive; ? = inconclusive; nt = no result given; [ ] = dose if it differs, or a comment. Unless noted, the call rests on the fitted dose curve; in most records, active means well fitted curve in the direction sought with a large enough effect; inconclusive means small, poorly fitted or top-dose-only effect, or another doubt; inactive means no such curve, though single readings can be large; an effect the other way counts as inactive or inconclusive. A portion of the library; the hit share may differ from the screen's.
SMILES,CCT chaperon mod,TGFb SMAD3 inh,Akt phos inh,EPAC2 antagonist,EPAC2 agonist,A549 tox,Nrf2 ARE act,Mm-Cpn inhibitor,Nrf2 block
CCOC(=O)c1nc(Nc2cc(C)cc(C)c2)c2ccccc2n1,-1.5,?,i,-5.7%,-0.9%,-3.7%,2.7%,0.3%,?
O=c1[nH]nc(N2CCOCC2)c(=O)[nH]1,-2.3,-4.2%,i,6.1%,5.8%,-3.9%,-0.4%,-0.1%,0.8%
COc1ccc(CN2CCn3ncc(C(=O)Nc4cccc(C)c4)c3C2=O)cc1,-1.4,-17.8%,i,-15.1%,-2.6%,8.0%,-0.2%,-1.3%,nt
COC(=O)NC(Nc1sc2c(c1C(N)=O)CCCC2)(C(=O)OC)C(F)(F)F (stereo not given),-1.8,5.8%,i,12.5%,-9.9%,-4.6%,19.9%,1.0%,-15.8%
CS(=O)(=O)N1CCN(CC(=O)NC2CCCC2)CC1,-1.2,-0.3%,i,1.7%,0.9%,0.0%,-0.2%,2.9%,-1.2%
O=C(/C=C/c1ccc(Cl)c([N+](=O)[O-])c1)NCc1cccnc1,-0.8,0.0%,i,5.0%,-1.3%,-4.1%,?,nt,-1.6%
CCOc1ccc(C(C)(C)C)cc1S(=O)(=O)n1nc(C)cc1C,-0.2,4.1%,i,-3.1%,0.5%,-15.5%,0.3%,1.8%,-22.2%
Fc1ccc(C2NCCn3cccc32)cc1 (stereo not given),-6.3,-4.6%,i,15.2%,8.2%,-2.5%,-0.2%,-0.1%,-2.2%
CCN(Cc1ccc(OC)c(F)c1)C(=O)c1oc2ccccc2c1COC,-2.0,6.9%,i,?,17.0%,1.4%,3.5%,2.0%,-8.4%
O=C(CCNC(=O)c1ccc(Br)cc1)NCc1ccccc1F,-1.7,10.0%,i,0.5%,1.5%,0.8%,-0.5%,1.2%,-22.9%
COc1ccc(CCNC(=O)[C@H](CC(C)C)NC(=O)N2CCn3c2nc2ccccc23)cc1OC,1.9,?,i,-3.4%,-4.1%,1.9%,0.5%,-3.9%,0.0%
COc1ccc(NC(=O)C2(C)Cc3c(-c4cccc(C(F)(F)F)c4)ccnc3O2)cn1 (stereo not given),1.1,-23.5%,i,?,4.3%,nt,0.7%,nt,nt
Cc1nc(C)c(-c2ccc(SCc3ccccc3F)nn2)s1,0.9,-29.5%,i,-15.9%,6.7%,0.0%,7.1%,-4.2%,-10.3%
Cc1ccc(C(=O)CC2(O)C(=O)N(Cc3ccccc3F)c3ccccc32)cc1 (stereo not given),nt,-27.3%,nt,nt,nt,-2.4%,7.3%,nt,?
O=C1c2cccnc2C(=O)N1c1cccc(-c2nc3ccccc3o2)c1,1.4,11.9%,i,3.9%,-4.2%,0.4%,0.8%,-1.3%,-13.0%
CCOC(=O)c1nc(C(=O)NCc2ccc(C)cc2)nc2ccccc12,-1.5,-16.6%,i,-12.9%,-1.4%,0.1%,0.3%,-0.2%,9.9%
O=C(Cc1cccs1)Nc1ccccc1F,-0.5,1.6%,i,1.1%,-3.9%,-1.2%,2.0%,2.0%,?
O=c1cc(CN2CCCCC2)nc(C2CC2)[nH]1,-1.3,-5.4%,i,-12.4%,4.0%,19.5%,2.3%,-1.6%,-2.6%
CN(C)CCN(Cc1ccccc1)C(c1ccnc2ccccc12)c1nnnn1-c1ccc2c(c1)OCCO2 (stereo not given),0.2,nt,i,2.8%,5.8%,nt,6.7%,nt,nt
COCCOC(=O)c1c(C)oc2ccc(O)c(CN3CCC(C)CC3)c12,-3.9,2.3%,i,-0.4%,7.3%,?,0.4%,-4.1%,-109.6%
CCn1cc(CNCc2c(C(=O)N3CCCCC3)nc3c(C)cccn23)cn1,1.9,-4.5%,i,4.3%,-4.2%,6.5%,0.1%,-7.7%,0.2%
Cc1cccc(CCNS(=O)(=O)c2ccc3c(c2)NC(=O)CO3)c1,-0.3,-2.0%,nt,-2.5%,5.4%,-1.2%,0.3%,0.3%,9.0%
CCn1cc(C(=O)NCC(=O)OC)c2cc(OC)c(OC)cc2c1=O,0.0,-8.4%,i,-0.3%,3.8%,-2.5%,-0.3%,-0.6%,5.9%
CN(C)[C@@H]1CCC[C@@H]1OC(=O)C(c1ccccc1)c1ccccc1,0.8,7.5%,i,-0.3%,16.2%,19.4%,-0.7%,2.6%,-1.9%
Cc1ccccc1OCC(O)Cn1c(SC(C)C)nc2c1c(=O)[nH]c(=O)n2C (stereo not given),2.3,-17.5%,i,-0.2%,1.9%,nt,0.8%,-2.3%,?
CCCCC1CC1C(=O)Nc1ncc2c(n1)CC(C)(C)CC2=O (stereo not given),-2.6,-1.1%,i,0.8%,-6.4%,-2.9%,-0.6%,2.3%,6.5%
Cc1cccc(NS(=O)(=O)c2nnc(NC(=O)c3ccccc3F)s2)c1,-1.0,-5.4%,i,6.4%,-1.4%,2.2%,0.3%,-1.5%,2.5%
CCc1noc(C)c1C(=O)NCCN1C(=O)S/C(=C\c2ccc(OC)cc2)C1=O,-0.7,0.0%,i,16.1%,-9.3%,-15.7%,2.9%,-1.7%,19.7%
O=C(CS(=O)(=O)c1ccccc1)c1ccc2c(c1)OCCO2,-4.5,19.3%,i,7.9%,7.0%,0.8%,3.4%,-19.5%,17.4%
CC1(OC(=O)C2CCCC2)C(=O)C=C2C=C(c3ccsc3)N(c3ccccc3)C=C2C1=O (stereo not given),-0.4,-22.0%,i,2.6%,2.9%,-19.6%,10.7%,-4.6%,-11.6%
Cc1cc(NC(=O)CCC(=O)N(CC(=O)NCC2CCCO2)c2ccc(C(C)C)cc2)no1 (stereo not given),-1.4,-7.4%,i,11.2%,4.1%,-0.9%,-0.7%,-0.9%,?
Cc1noc(C)c1CSCC(=O)OCC(=O)Nc1sccc1C#N,-2.4,-1.2%,i,-2.8%,6.6%,-0.7%,-0.3%,-6.0%,5.4%
Cc1nnc(CN(C)C(=O)c2cc(COc3ccc(F)cc3Cl)on2)o1,-2.3,16.4%,i,-0.8%,6.6%,4.3%,2.9%,1.9%,?
Cc1ccc(NC(=O)C2c3ccccc3Oc3ccccc32)c(C)c1,1.8,1.3%,i,1.3%,-2.0%,15.1%,0.4%,0.7%,-9.2%
Cc1ccc(-n2[nH]c(C)c(C=Nc3cc(C)ccn3)c2=O)cc1,-1.4,-4.0%,i,-3.4%,15.6%,-1.5%,0.4%,-1.1%,7.9%
CCCNC(=O)C(Cc1ccccc1)NC(=O)c1ccc(C(C)(C)C)cc1 (stereo not given),-1.2,-24.1%,i,10.4%,2.8%,-12.0%,0.5%,-0.9%,-6.9%
N/C(=N\OC(=O)COc1ccccc1Cl)c1ccccn1,-2.0,3.2%,i,-8.5%,-6.5%,1.0%,-0.4%,-2.1%,?
COc1cc(C(=O)OCCn2c(=O)c3c(ncn3CCN(C)C)n(C)c2=O)cc(OC)c1OC,-2.4,-1.3%,i,-0.7%,1.0%,-1.0%,0.6%,-1.5%[15.4 µM],4.2%
CN(C)C(=O)N1CCN(C(=O)c2ccco2)CC1,0.2,1.1%,i,7.1%,4.4%,6.1%,-0.7%,-0.9%,9.3%
C#CCOCCOCCOCCNc1nc(N2CCN(C(=O)Cn3cc(CCCN=C(N)N)nn3)CC2)nc(N2CCN(C(=O)[C@H](CCCCN)n3cc(CCC(=O)O)nn3)CC2)n1,1.0,-15.9%,i,5.0%,5.3%,-2.1%,-0.3%,-1.4%,7.3%
O=C(Nc1nc2ccccc2s1)c1cccc(N2C(=O)CCC2=O)c1,-3.3,6.0%,i,10.7%,-5.3%,-5.4%,3.9%,0.4%,?
Cn1c(O)c(N=NC(=O)C2COc3ccccc3O2)c2ccccc21 (stereo not given),-2.7,-2.1%,i,-17.0%,7.1%,2.3%,?,2.1%,16.0%
COc1ccc(C2OC(=O)CC2C(=O)NCc2ccc(F)cc2)cc1OC (stereo not given),-3.8,3.8%,i,21.0%,12.9%,3.9%,-0.2%,1.4%,-10.1%

# Profiles, looked up by structure. Order of screens: CCT chaperon mod | TGFb SMAD3 inh | Akt phos inh | EPAC2 antagonist | EPAC2 agonist | A549 tox | Nrf2 ARE act | Mm-Cpn inhibitor | Nrf2 block
# Listed for COc1cc(C(=O)OCCn2c(=O)c3c(ncn3CCN(C)C)n(C)c2=O)cc(OC)c1OC : -2.4 | -1.3% | i | -0.7% | 1.0% | -1.0% | 0.6% | -1.5%[15.4 µM] | 4.2%
# Listed for O=C(CS(=O)(=O)c1ccccc1)c1ccc2c(c1)OCCO2 : -4.5 | 19.3% | i | 7.9% | 7.0% | 0.8% | 3.4% | -19.5% | 17.4%
# Listed for Cc1nnc(CN(C)C(=O)c2cc(COc3ccc(F)cc3Cl)on2)o1 : -2.3 | 16.4% | i | -0.8% | 6.6% | 4.3% | 2.9% | 1.9% | ?

# Retrieved by structure from above:
SMILES,CCT chaperon mod,TGFb SMAD3 inh,Akt phos inh,EPAC2 antagonist,EPAC2 agonist,A549 tox,Nrf2 ARE act,Mm-Cpn inhibitor,Nrf2 block
COc1ccc(C2OC(=O)CC2C(=O)NCc2ccc(F)cc2)cc1OC (stereo not given),-3.8,3.8%,i,21.0%,12.9%,3.9%,-0.2%,1.4%,-10.1%
CCc1noc(C)c1C(=O)NCCN1C(=O)S/C(=C\c2ccc(OC)cc2)C1=O,-0.7,0.0%,i,16.1%,-9.3%,-15.7%,2.9%,-1.7%,19.7%
